RSV antiviral HEp-2: RSV antiviral activity via CPE protection, HEp-2 cells, primary 10 µM value included (AID 2391). CPE inhibition, % at 10 µM; hits with a dose series show IC50 in µM. HEp-2 cells, RSV-induced CPE inhibition; higher % means a stronger effect. actives 0.13% (n = 310,000); in the data active = a potency from the dose series; inconclusive = CPE inhibition mostly from about 23% at the one dose, without a potency; inactive = the rest, 99 in 100 with CPE inhibition below about 21%; also: strong numbers were not always called active
Autophagy HCS: autophagy modulation, high-content screen; MEF GFP-LC3 puncta imaging; test concentration mostly 10 µM; calls only at 10 µM (by protocol); actives 0.98% (n = 190,000); AID 463193;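 active = percentage of spot-positive cells more than 3 SD above its plate mean, without a fluorescence outlier flag or 80% toxicity; inconclusive = no clear call, values can overlap the other calls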;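 also: spot-positive cell cutoff set from DMSO-treated cells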
UTI89 phage lysis: protection from phage-mediated lysis, alamar blue read-out – E. coli UTI89, K1F phage, bacterial capsule biogenesis inhibitors (AID 488966); inhibition, % at 100 µM, or IC50 in µM where a hit was titrated; E. coli UTI89 K1F phage lysis, alamar blue, 2 h; higher % means a stronger effect; actives 0.02% (n = 340,000);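 active = phage lysis inhibition, versus mean bacterial control, above a set limit; inconclusive = no clear call, values can overlap the other calls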;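 also: capsule biogenesis inhibitors block K1F phage lysis so surviving cells raise fluorescence; higher fluorescence means more inhibition of phage lysis; actives were called in the ten point dose series up to 300 µM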
AID2073: inhibitors of Mint1-CaV2.2 protein interaction, biochemical, HTRF (AID 2073). actives 0.19% (n = 290,000). one-dose inhibition, % at 20 µM; IC50 in µM for titrated hits. HTRF protein-protein interaction, Mint1-CaV2.2; higher % means a stronger effect; in the data active = inhibition mostly above about 51%, no sharp cut-off; inconclusive = no clear call, values can overlap the other calls; inactive = mostly below about 53%; also: some results filed as inactive read as strong as hits
LYP inhibition: inhibitors of LYP phosphatase, biochemical, fluorescence intensity, uHTS (AID 1779); one-dose inhibition, % at 11.5 µM; IC50 in µM for titrated hits; recombinant LYP phosphatase, fluorescence intensity; higher % means a stronger effect; actives 0.054% (n = 290,000); in the data active = inhibition above about 50%;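 also: plate controls were vehicle with enzyme for no effect and no enzyme for full effect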
GPR35 arrestin U2OS: inhibition of zaprinast-stimulated GPR35 beta-arrestin translocation – imaging, U2OS, beta-arrestin-GFP, zaprinast agonist, primary screen (AID 2058) | U2OS GPR35 beta-arrestin-GFP translocation imaging, zaprinast antagonism; higher % means a stronger effect | inhibition, % at 10 µM, or IC50 in µM where a hit was titrated | actives 0.052% (n = 290,000);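 active = inhibition of at least 50% with at least 30 cells and total cytoplasm GFP at most 10,000,000; inconclusive = under 30 cells or total GFP of 10,000,000 plus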
NTR1 ag: NTR1-driven beta-arrestin-GFP spot formation – imaging, U2OS cells, high content, primary screen (AID 493036) | P30989 | agonist mode | activation, % at 20 µM | actives 0.17% (n = 330,000);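 active = activation at or above 40% of the spot to cytoplasm intensity ratio, with at least 20 cells analyzed; inconclusive = wells under 20 cells, flagged as cytotoxic or low count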;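 also: 0% = DMSO without peptide and 100% = 100 nM NTR1 peptide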
Target sequence (P30989 whole entry, looked up): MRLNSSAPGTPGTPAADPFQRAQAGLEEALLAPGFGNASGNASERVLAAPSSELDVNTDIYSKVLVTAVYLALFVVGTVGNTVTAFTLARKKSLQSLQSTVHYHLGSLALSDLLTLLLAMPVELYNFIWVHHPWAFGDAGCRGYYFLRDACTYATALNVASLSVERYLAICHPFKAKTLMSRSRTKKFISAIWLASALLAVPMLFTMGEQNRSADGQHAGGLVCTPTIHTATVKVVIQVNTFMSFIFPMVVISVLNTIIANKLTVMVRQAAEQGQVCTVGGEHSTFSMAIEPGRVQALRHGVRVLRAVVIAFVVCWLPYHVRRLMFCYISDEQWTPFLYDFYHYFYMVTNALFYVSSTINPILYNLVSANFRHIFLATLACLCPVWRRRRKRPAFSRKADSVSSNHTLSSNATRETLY
WT yeast gro inh: growth inhibition of WT yeast, mitochondrial fusion screen. mitochondrial fusion phenotypic screen, WT strain. inhibition, % at 10 µM. actives 2.1% (n = 190,000); in the data active = inhibition above about 58%; tested in S. cerevisiae
NS5 inhibitors: Dengue-2 NS5 methyltransferase inhibitors, primary screen, biochemical, confirmation dose response (AID 588689); inhibition, % at 25 µM; hits with a dose series show IC50 in µM; Dengue-2 NS5 methyltransferase capping enzyme assay, biochemical; higher % means a stronger effect; actives 0.3% (n = 340,000); in the data active = a potency from the dose series; inconclusive = inhibition above about 29% without an active follow-up result
WT yeast gro inh mutant strain: second read-out of WT yeast gro inh, no call of its own (marks repeat the call); inhibition, %; mitochondrial fusion phenotypic screen, mutant strain inhibition
Autophagy HCS cell loss 18 h: further read-out of Autophagy HCS, marked with its call; toxicity, %; measured here: cell loss, nuclei count;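 cell loss after 18 h compound exposure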
NTR1 ag cell count 20 µM: also measured in NTR1 ag; calls as there; cell count; measured here: cell count, cytotoxicity flag
NS5 inhibitors pilot replicate: further read-out of NS5 inhibitors, marked with its call; inhibition, %; measured here: pilot screen replicate inhibition
An asterisk follows results filed as active; i = inactive; ? = inconclusive; . = not tested or not shown; [ ] = dose if it differs, or a comment.

SMILES	RSV antiviral HEp-2	Autophagy HCS	Autophagy HCS cell loss 18 h	UTI89 phage lysis	AID2073	LYP inhibition	GPR35 arrestin U2OS	NTR1 ag	NTR1 ag cell count 20 µM	WT yeast gro inh	WT yeast gro inh mutant strain	NS5 inhibitors	others
CCOC(=O)C1=C(N)Oc2cc(C)oc(=O)c2C12C(=O)N1c3c(cccc32)C(C)CC1(C)C (stereo not given)	0.1%	i	-3.4	-1.4%	1.5%	6.6%	0.8%	0.4	72	9.1	17.4	-1.6%
O=C1CC(=O)N(Cc2ccccc2)C(=S)N1	1.3%	.	.	0.3%	3.5%	-2.8%	-17.2%	0.2	47	.	.	-1.8%
COc1cccc(NC(=O)N2CCC3(CC2)OCCO3)c1	2.2%	i	-5.8	5.2%[50 µM]	-2.9%	-4.3%	4.9%	-1.5	65	-4.1	-2.9	-3.5%
O=C(NC(=C(Cl)Cl)P(=O)(c1ccccc1)c1ccccc1)c1ccccc1	0.5%	i	10.6	1.2%[50 µM]	-6.7%	-4.4%	-8.7%	0.8	49	4.3	-2.5	-9.2%
Cc1cccc(-n2c(O)c(C=NCCCN3CCOCC3)c(=O)[nH]c2=O)c1C	0.7%	i	-7.0	0.8%	-7.7%	2.8%	-10.4%	-1.5	60	-7.8	-2.4	3.3%
COc1ccc(C2N3CC(C)(C)CN23)cc1 (stereo not given)	0.7%	i	0.5	.	-7.9%	-8.0%	5.5%	2.0	46	1.0	-5.1	.
Cc1ccsc1C(=O)C1CCCN(CCO)C1 (stereo not given)	-1.1%	i	12.9	-0.2%	-5.5%	-5.2%	-0.8%	2.8	29	6.7	13.0	-4.7%
Cc1cccc(NC(=O)C(C)N2CC=C(c3ccccc3)CC2)c1 (stereo not given)	-0.9%	i	4.2	6.3%	15.1%	2.3%	5.6%	1.2	53	12.9	16.2	-2.2%
CCCCn1c(O)c(C(CC)=NCCN2CCOCC2)c(=O)[nH]c1=O	0.7%	i	-1.5	1.6%	-4.7%	0.0%	6.1%	-1.0	84	1.5	-5.0	-5.7%
COc1ccccc1OCC(=O)N1CCCC(N2CCN(c3ccc(F)cc3)CC2)C1 (stereo not given)	0.1%	.	.	0.1%	-4.8%	-8.4%	4.5%	-0.2	66	.	.	-5.2%
Cc1ccccc1N1C(=O)NC(=O)/C(=C/c2ccc(N3CCOCC3)o2)C1=O	0.9%	.	.	0.0%	-8.7%	4.7%	10.6%	-1.7	47	.	.	-99.4%
O=C(c1ccc(Cl)cc1)N1CCC2(CC1)OCCO2	0.5%	.	.	0.2%	4.4%	-6.7%	1.2%	-1.0	54	.	.	1.4%
O=C(N/N=C/c1c(O)n(Cc2ccc(F)cc2)c(=O)[nH]c1=O)c1ccccc1	.	.	.	2.3%	-2.0%	-3.8%	2.9%	0.4	50	.	.	-21.7%
COc1cccc(Oc2coc3cc(OC(=O)N(C)C)ccc3c2=O)c1	10.0%	.	.	0.4%	3.0%	-6.6%	-11.0%	0.5	86	.	.	-6.5%
CC(=O)c1ccc(NC(=O)N2C[C@H]3C[C@@H](C2)c2cccc(=O)n2C3)cc1	0.3%	.	.	4.2%	11.8%	-10.9%	5.6%	0.5	102	.	.	0.7%
C[C@]12CCC(=O)C[C@@H]1CC[C@@H]1[C@@H]2CC[C@@]2(C)[C@H]1CC[C@]2(C)O	.	.	.	.	1.2%	-2.1%	-4.5%	.	.	-9.2	14.2	.
COc1ccc(CCNCc2ccncc2)cc1	-0.9%	i	-13.6	-0.1%	-9.6%	-8.2%	1.4%	1.1	31	-14.7	-2.1	-7.0%
CN(CC#CCN1CCCC1)C(=O)c1cccc(Cl)c1	-0.9%	.	.	0.9%	.	.	.	-1.2	53	.	.	0.7%
CCOC(=O)C1(CCOc2ccccc2)CCN(Cc2cccc(O)c2)CC1	-1.2%	.	.	0.0%	4.3%	-10.8%	9.8%	0.5	52	.	.	-2.0%
Cc1ccc(C)c(C2(O)CC(C)N(C)CC2C)c1 (stereo not given)	-0.8%	i	-1.7	0.5%	2.2%	-4.2%	3.7%	-0.6	55	-2.2	-27.3	3.4%
CCn1cc(C(=O)c2cccs2)c2ccccc21	17.2%	i	-9.2	1.9%	27.9%	-3.6%	-3.2%	0.3	70	2.2	-15.6	-2.7%
COc1ccc(C2(c3cccc(O)c3OC)CCN(C(C)=O)CC2)cc1O	3.6%	.	.	-0.6%	.	.	.	-2.4	80	.	.	-6.3%
CCOc1ccccc1CN1C2CCC1CC(c1ccc(C)cc1)C2 (stereo not given)	1.7%	.	.	0.6%	-0.2%	-5.6%	-11.3%	5.5	52	.	.	5.4%
CC(=O)N1CCCSC1=Nc1ccccc1	1.0%	i	4.3	0.6%	6.7%	-6.3%	11.7%	-0.9	59	-4.2	-0.1	0.0%
O=C1NC(c2cccnc2)Nc2sc3c(c21)CCCC3 (stereo not given)	1.5%	i	-6.1	0.2%	-24.2%	-2.7%	-2.8%	-0.3	92	-7.4	4.1	-8.1%

Pulled one by one from above:
SMILES	RSV antiviral HEp-2	Autophagy HCS	Autophagy HCS cell loss 18 h	UTI89 phage lysis	AID2073	LYP inhibition	GPR35 arrestin U2OS	NTR1 ag	NTR1 ag cell count 20 µM	WT yeast gro inh	WT yeast gro inh mutant strain	NS5 inhibitors	others
O=C(NC(=C(Cl)Cl)P(=O)(c1ccccc1)c1ccccc1)c1ccccc1	0.5%	i	10.6	1.2%[50 µM]	-6.7%	-4.4%	-8.7%	0.8	49	4.3	-2.5	-9.2%
COc1cccc(Oc2coc3cc(OC(=O)N(C)C)ccc3c2=O)c1	10.0%	.	.	0.4%	3.0%	-6.6%	-11.0%	0.5	86	.	.	-6.5%

Continued:
SMILES	RSV antiviral HEp-2	Autophagy HCS	Autophagy HCS cell loss 18 h	UTI89 phage lysis	AID2073	LYP inhibition	GPR35 arrestin U2OS	NTR1 ag	NTR1 ag cell count 20 µM	WT yeast gro inh	WT yeast gro inh mutant strain	NS5 inhibitors	others
C=CCN1C(=O)/C(=C/c2cc(C)n(-c3cccnc3)c2C)C(=O)NC1=S	3.9%	i	-14.4	6.4%	4.3%	-7.6%	2.6%	.	.	-2.5	-6.2	18.2%
C=C1C(=O)O[C@H]2[C@H]1[C@H](OC(=O)CC(=O)O[C@@H]1C[C@@H](C)[C@@H]3C=CC(=O)[C@@]3(C)[C@H]3OC(=O)C(=C)[C@H]13)C[C@@H](C)[C@H]1C=CC(=O)[C@]12C	-3.7%	.	.	1.5%	-0.6%	-6.6%	-3.2%	5.2	80	.	.	-3.1%
CN(C)C(CNC(=O)Cc1c(Cl)cccc1Cl)c1ccccc1 (stereo not given)	-0.8%	i	17.3	0.0%	-9.2%	-5.4%	27.9%	-1.0	30	-2.2	12.4	-8.6%
CN1C(=O)NC(=O)C2(Cc3ccccc3N3CCOCC32)C1=O (stereo not given)	0.6%	i	13.5	2.5%	5.5%	-5.1%	7.6%	-0.4	77	-17.7	-1.5	-4.9%
O=C(Nc1cccnc1)c1c(O)c2c(n(Cc3ccccc3)c1=O)CCCC2	6.0%	i	1.1	2.0%	0.4%	-3.2%	-13.4%	-0.1	32	6.0	-19.5	-3.2%
CCC(C(=O)N1C[C@H]2C[C@@H](C1)c1cccc(=O)n1C2)c1ccccc1 (stereo not given in full)	1.8%	.	.	6.6%	18.9%	-3.8%	-11.1%	-1.7	96	.	.	-2.2%
CC1(C)OC(c2ccccc2)=C/C(=C/C=C2C(=O)NC(=O)NC2=O)O1	0.9%	i	16.1	1.0%	10.2%	2.2%	29.1%	-0.3	48	6.6	2.3	-48.3%
Cc1nn(C2CCOC(C)(C)C2)c2c1C(c1ccc3c(c1)OCO3)SCC(=O)N2 (stereo not given)	1.1%	i	8.3	0.0%	-17.6%	-8.1%	-3.1%	-1.6	50	-8.1	5.1	-15.6%
COP(=O)(CC(=O)O)c1ccccc1 (stereo not given)	0.4%	i	2.5	4.0%	0.8%	0.0%	-8.6%	-2.0	61	1.6	7.6	3.2%
CC(=O)C1C2c3ccccc3O[C@@]1(C)N=c1s/c(=C/c3ccoc3)c(=O)n12 (stereo not given in full)	5.0%	i	13.1	1.7%[50 µM]	4.1%	1.9%	20.2%	3.4	63	6.3	11.9	-8.0%
Fc1ccc(CCNCc2cccc(Cl)c2)cc1	0.3%	i	-33.6	-0.7%[50 µM]	8.0%	-3.7%	8.8%	-1.0	45	40.4	11.7	0.0%
Cc1cccc(CSc2nc3c(cc2C#N)CN(C)CC3)c1	-1.1%	i	-29.4	0.1%	-17.8%	-3.0%	-6.9%	2.6	41	2.8	9.1	-0.7%
CN1CCCN(c2ccc([N+](=O)[O-])nc2)CC1	1.5%	.	.	-0.1%	-21.3%	-8.6%	15.9%	0.4	37	.	.	8.9%
COc1ccccc1-n1c(CNCC2CCCO2)nc2ccccc2c1=O (stereo not given)	1.0%	i	-0.4	1.5%[50 µM]	-1.3%	-6.2%	10.7%	0.4	34	-7.1	-16.1	-4.5%
CC(C)(C#CC(=O)O)OOC(c1ccccc1)(c1ccccc1)c1ccccc1	18.2%	.	.	-0.2%[50 µM]	11.5%	-1.2%	-15.9%	-1.3	53	.	.	12.9%
O=C(C1CCC(=O)N1C1CCCC1)N1CCC2(CC1)OCCO2 (stereo not given)	1.8%	i	-0.8	6.1%	-5.6%	-14.7%	-0.4%	0.1	56	3.5	-18.4	-1.6%
COC(=O)C1=C(c2cccc(OCc3ccccc3)c2)C[C@@H]2CC[C@H]1N2C(=O)NCCOc1ccc(OC)cc1	8.5%	.	.	0.9%	.	.	.	2.2	53	.	.	-5.2%
COC(=O)C1=C(c2ccc(OC)c(OC)c2)C[C@@H]2CC[C@H]1N2C(=O)NC(C)C	-0.3%	.	.	3.4%	.	.	.	2.2	61	.	.	-1.6%
O=c1[nH]c(=O)n(Cc2ccccc2)c(O)c1C=NCCCO	1.0%	i	2.9	1.7%	-3.0%	-3.5%	5.4%	-1.7	74	5.3	9.7	-44.5%	NS5 inhibitors pilot replicate=-16.4
CC(=O)N(C1=NCCCS1)c1ccc(Cl)cc1	-0.2%	i	-2.6	0.4%	?	-4.3%	-4.8%	0.8	38	-10.8	-7.0	-3.1%
CC(=NCCCn1ccnc1)c1c(O)n(C2CCCCC2)c(=O)[nH]c1=O	-0.2%	.	.	-2.0%	25.0%	-5.3%	-13.0%	0.8	45	.	.	-3.8%
C#C[C@@]1(O)CCC2C3CCC4=C/C(=N/OCC(=O)NC(C(=O)NC(CC(C)C)C(=O)O)C(C)C)CC[C@]4(C)C3CC[C@@]21C (stereo not given in full)	4.5%	.	.	1.4%[50 µM]	8.0%	1.4%	5.9%	18.7	96	.	.	-5.9%
Cc1cccnc1-n1c(CN2C(=O)c3ccccc3C2=O)nc2ccccc2c1=O	2.5%	i	-6.2	0.1%	-3.5%	-5.2%	7.7%	3.2	60	-5.6	0.1	-2.4%

Screening data (PubChem BioAssay)

Not all compounds are listed; the hit share may differ from the screen's.
